Hep lipid drop – hepatic lipid droplet formation modulation; inhibition, % at 6.5 µM; actives 0.4% (n = 240,000); AML12 mouse hepatocytes, oleate lipid droplets, BODIPY imaging;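 active = lipid droplet intensity inhibited by at least 50%, with more than 500 cells counted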
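Material – mouse AML12 hepatocyte cell line, fixed after treatment · Compound dosing – one dose, 6.5 µM compound · Times – compound with oleate, overnight · Measured by – Image-based BODIPY and DAPI two-channel analysis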
Yfh1-off respiration – enhancers of respiration in Yfh1-depleted yeast, dose response, Friedreich's ataxia, plus single-dose screen (AID 1465) | S. cerevisiae Yfh1-off respiration, WST-1 reduction, 72 h; higher fold induction means a stronger effect | fold induction at 50 µM; hits with a dose series show EC50 in µM | actives 0.074% (n = 220,000);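 active = fold induction of absorbance versus untreated yeast above a set limit, then at least 30% activation at any dose in follow-up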;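 also: activators that raise dye reduction in frataxin-depleted yeast; strong numbers were not always called active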
Autophagy mod – alters autophagy in cells. MEF GFP-LC3 puncta imaging; test concentration mostly 10 µM. calls only at 10 µM (by protocol). actives 0.98% (n = 190,000). AID 463193;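 active = percentage of spot-positive cells more than 3 SD above its plate mean, without a fluorescence outlier flag or 80% toxicity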;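 also: spot-positive cell cutoff set from DMSO-treated cells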
WT yeast gro inh – growth inhibition of WT yeast, mitochondrial fusion screen. actives 2.1% (n = 190,000). mitochondrial fusion phenotypic screen, WT strain. inhibition, % at 10 µM; in the data active = inhibition above about 58%; tested in S. cerevisiae
MT stabilize HCS – stabilizes microtubules in HeLa cells; HeLa tubulin immunostaining HCS, 24 h; share of cells brighter than vehicle mean+2SD; % tubulin-high responders, % at 10 µM; actives 0.83% (n = 200,000); AID 2205;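 active = plate Z-score above 3 for both tubulin-high and condensed-nucleus cell shares, with cell loss under 80%, at 10 µM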;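 also: anti alpha tubulin signal scored within the nucleus-defined area of each cell; some results filed as inactive read as strong as hits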
NOD2 inhibition – inhibition of NOD2-driven NF-kB reporter – cell-based, luminescence, uHTS, HEK293 (AID 1566). HEK293 NOD2/NF-kB luciferase reporter, luminescence; higher % means a stronger effect. inhibition, % at 4 µM, or EC50 in µM where a hit was titrated. actives 0.63% (n = 290,000); in the data active = inhibition above about 50%; also: many of its hits are not listed in these tables
Dynein cargo inh – dynein cargo transport inhibition; z-score, hits read low; 3617.4 mouse cells, GR-EGFP nuclear translocation imaging; test concentration mostly 20 µM; stimulated with dexamethasone, 1 µM; active compounds read low; actives 0.47% (n = 220,000);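 active = plate z-score of nuclear minus cytoplasmic receptor signal below a set negative limit, without overly bright fluorescence or cell loss, cut at about -3.5 in these data, passing the limit was not always enough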;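 also: z-score of nuclear minus cytoplasmic ring GR-EGFP intensity difference per well; some compounds called inactive have numbers as strong as hits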
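medium = tetracycline-free induction medium containing charcoal-stripped FBS | probe or stimulus = dexamethasone, 1.0 µM final | timing = 48 h induction, then 1 h compound, then 30 min agonist, 37 °C | detection = automated 10x imaging of fixed Hoechst-stained cells | read-out basis = nuclear versus cytoplasmic GR-EGFP signal, averaged per well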
bCat nuc transl – alters nuclear translocation of beta-catenin in HeLa cells. immunofluorescence imaging. nuclear translocation activity, % at 5 µM. actives 0.3% (n = 190,000). AID 1665;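 active = nuclear translocation activity above 50% at 5 µM, with a well cell count of 50 or more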;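 also: per-cell ratio of nuclear to cytoplasmic median beta-catenin stain intensity; plate controls were DMSO negative control for no effect and GSK-3 inhibitor IX positive control for full effect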
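Test system: HeLa cells, endogenous beta-catenin; Compound: single 5 µM dose plus 0.02–20 µM confirmation series; Times: compound exposure 24 h at 37°C; Signal: fluorescence imaging of beta-catenin antibody stain plus DAPI; Read-out: % activation, nuclear-to-cytoplasmic median beta-catenin signal ratio per cell.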
Insulin prom up – MIN6 insulin promoter up-regulation. AID 1625. MIN6 insulin promoter-GFP reporter, high-content imaging; active compounds read high. z-score at 5 µM. actives 0.3% (n = 190,000);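 active = z-score above 3 at 5 µM with at least 500 cells counted in the well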
WT yeast gro inh mutant strain – also measured in WT yeast gro inh; calls as there; inhibition, %; mitochondrial fusion phenotypic screen, mutant strain inhibition
Dynein cargo inh cytoplasmic EGFP – also measured in Dynein cargo inh; calls as there; z-score; measured here: cytoplasmic GR-EGFP intensity; active compounds read high
Dynein cargo inh nuclear GR-EGFP – also measured in Dynein cargo inh; calls as there; z-score; measured here: nuclear GR-EGFP intensity;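 lower value marks the stronger effect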
Dynein cargo inh cell count – second read-out of Dynein cargo inh, no call of its own (marks repeat the call); z-score; measured here: cell count per field
Insulin prom up cell count – further read-out of Insulin prom up, marked with its call; cell count; measured here: cytotoxicity, nuclei count;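 total cells summed across four imaged fields per well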
Hep lipid drop cells 6.5 µM – second read-out of Hep lipid drop, no call of its own (marks repeat the call); cell count; measured here: cell count, cytotoxicity flag;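 cells counted across two imaged fields per well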
bCat nuc transl cell count 5 µM – also measured in bCat nuc transl; calls as there; cell count; measured here: cell count, cytotoxicity flag
MT stabilize HCS Hoechst-high % – recorded beside MT stabilize HCS, whose call it bears; % Hoechst-high responders; measured here: nuclear condensation Hoechst responders;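 share of cells brighter than vehicle mean plus two SD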
MT stabilize HCS cytotoxicity % – recorded beside MT stabilize HCS, whose call it bears; toxicity, %; measured here: cytotoxicity by cell density;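 0% = mean cell density of plate MIN control wells and 100% = no cells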
Autophagy mod cell loss 18 h – second read-out of Autophagy mod, no call of its own (marks repeat the call); toxicity, %; measured here: cell loss, nuclei count;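 cell loss after 18 h compound exposure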
The depositor's hits bear a star; i = inactive; x = not tested or not shown. These rows are one share of the data; rates above refer to the full screens.

smiles,Dynein cargo inh cell count,Hep lipid drop cells 6.5 µM,Insulin prom up,Dynein cargo inh nuclear GR-EGFP,WT yeast gro inh mutant strain,NOD2 inhibition,MT stabilize HCS cytotoxicity %,MT stabilize HCS Hoechst-high %,Insulin prom up cell count,Yfh1-off respiration,Autophagy mod cell loss 18 h,Dynein cargo inh cytoplasmic EGFP,bCat nuc transl,Dynein cargo inh,bCat nuc transl cell count 5 µM,Autophagy mod,MT stabilize HCS,Hep lipid drop,WT yeast gro inh
COc1ccc(N=C2C(=Nc3ccc(OC)cc3)N(c3ccccc3)C(=S)N2C(=O)c2ccc(Cl)cc2)cc1,-0.786,738,-0.04,0.349,14.5,-34.9%,4.7,2.0,1084,i,-5.4,-0.21,-1.3,0.702,1353,i,3.7,47.9,18.1
CCCOc1ccc(CSCCNC(=S)Nc2ccccc2)cc1,-0.0101,552,x,0.103,30.2*,-18.6%,6.0,2.8,x,i,12.0,-0.26,1.4,-0.0866,905,i,4.1,-13.8,67.0*
CCCOC(=O)c1ccc(NC(=O)c2cc(=O)[nH]c3ccccc23)cc1,-1.06,718,0.17,0.419,x,2.0%,x,x,1129,i,x,-0.232,-0.1,0.958,1268,x,x,17.2,x
O=C(CCl)NC(Cc1ccccc1)c1ccccc1 (stereo not drawn),-0.35,682,-1.05,0.306,-26.2,x,4.4,3.2,1235,i,-8.4,-0.173,-1.6,0.423,1077,i,5.6,9.7,-14.2
CCC(C)NC(=O)CSc1nnc(-c2cc(-c3ccc(C)cc3)nc3ccccc23)n1N (stereo not drawn),-1.25,738,-1.02,2.27,-1.7,-16.5%,3.6,1.1,870,i,-25.4,-0.132,-4.0,2.61,1193,i,2.0,8.3,-1.5
CC(C)NC(=O)COC(=O)C1CSC2(c3ccc(Br)cc3)CCC(=O)N12 (stereo not drawn),0.852,684,-0.06,0.0127,16.6,10.9%,6.8,2.2,1371,i,-5.0,-0.278,-0.9,-0.632,1104,i,2.3,2.3,16.8
COC(=O)C1C(=O)c2c([nH]c(C(=O)OC3CCCCCC3)c2C)CC1C (stereo not drawn),0.22,678,x,0.241,-11.9,-44.4%,0.8,1.4,x,i,-1.8,-0.0475,-3.3,-0.00108,1176,i,4.7,-8.4,-0.7
O=C(Nc1ccc(F)cc1)c1ccccc1CC[N+](=O)[O-],1.26,500,0.49,-0.82,9.4,16.7%,5.5,2.5,1823,i,13.6,-0.213,0.0,-1.16,939,i,3.4,-14.1,-0.9
CCN(CC)CC(O)COCCC12CC3CC(CC(C3)C1)C2 (stereo not drawn),0.558,827,x,-0.666,31.8,-2.6%,4.7,3.1,x,i,-7.6,-0.313,x,-1.02,x,i,0.9,14.4,20.4
O=C(O)c1ccccc1C(=O)NCc1ccccc1,0.824,769,-0.43,-0.214,0.4,-5.1%,9.7,1.6,1247,i,5.2,-0.168,-0.9,-0.899,984,i,2.3,11.5,-0.9
COC(=O)Nc1nnc(CCc2ccccc2)s1,0.0319,631,0.47,-0.0574,13.7,2.8%,9.2,2.1,1678,i,2.8,-0.256,-0.3,-0.522,1036,i,2.2,18.7,-4.2
O=C(Nc1cc2c(ccc3ccccc32)oc1=O)C1CCCCC1,0.139,704,0.31,0.675,13.9,3.1%,6.6,1.9,1812,i,21.6,-0.132,2.1,0.456,1089,i,4.1,9.3,1.3
COC(=O)c1ccccc1NC(=O)CN1CCN(C(=O)c2ccco2)CC1,-0.45,785,-0.75,0.63,7.3,12.0%,8.6,1.2,1175,x,3.7,-0.176,-8.6,1.47,1260,i,2.1,2.8,6.0
Fc1ccc(CN2CCCCCCC2)cc1F,-0.154,825,2.44,0.455,3.1,5.1%,6.5,1.2,824,i,31.0,-0.206,x,0.0742,x,i,2.2,-3.0,0.5
N/C(=N\OC(=O)Cc1cccs1)c1ccccc1,0.478,x,0.87,-0.117,10.7,-27.4%,7.3,0.8,1554,i,0.5,-0.227,1.0,0.0399,1356,i,1.6,x,-16.0
O=S(=O)(N1CCCCCC1)N1CCN(S(=O)(=O)N2CCOCC2)CC1,0.28,705,0.12,-0.144,13.4,9.5%,2.7,2.9,1797,i,-1.8,-0.257,-0.9,-0.243,1073,i,3.7,0.5,5.5
CC1=C(C(=O)OC2CCCCC2)C(c2ccco2)n2ncnc2N1 (stereo not drawn),-0.0312,x,-0.65,-0.438,12.5,15.6%,7.3,3.9,980,i,-6.3,-0.217,-0.8,-0.806,1218,i,1.3,x,7.0
O=C(Cn1nnc(-c2ccccc2)n1)NCc1ccc2c(c1)OCO2,0.829,x,0.47,0.0666,-107.5,-49.4%,0.2,2.6,1193,i,-8.5,-0.201,-5.0,-0.0996,985,i,2.6,x,-8.1
Cc1ccc(NC(=O)c2ccc(F)cc2)nc1,0.201,641,0.71,2.18e-05,-4.8,-72.1%,12.9,2.3,1529,i,-7.3,-0.238,-1.9,0.125,1559,i,1.5,-2.6,-4.7
O=C(O)c1ccc(Cl)c(S(=O)(=O)Nc2ccccc2N2CCOCC2)c1,-1.76,702,x,0.83,35.4,-5.9%,5.8,2.7,x,i,12.1,-0.0933,-1.4,1.11,973,i,1.2,10.7,12.5
COc1ccc(/C=C2/N=C(c3cccs3)OC2=O)cc1OC(C)C,1.03,754,-0.24,-1.02,-3.5,8.5%,4.4,0.6,814,i,-6.5,-0.0981,-3.2,-1.79,1129,i,2.2,5.3,-3.4
CCN1C(=O)/C(=C/c2nc3ccccc3c(=O)n2-c2ccccc2)c2ccccc21,0.227,679,0.84,-1.43,4.8,x,2.0,2.8,1902,i,12.4,0.135,2.1,-2.95,1052,i,7.5,-12.0,3.9
CCOc1ccc(C2C(C(=O)Nc3cc(C)on3)c3ccccc3C(=O)N2CCN2CCOCC2)cc1 (stereo not drawn),-0.0843,698,-0.01,0.116,-4.3,-0.8%,10.2,2.3,1016,i,-4.8,-0.282,1.0,0.536,1017,i,1.8,6.3,-4.3
COc1ccc2c(c1)CCc1c(C(=O)N3CCCc4ccccc43)noc1-2,-1.23,564,0.75,0.198,4.3,-20.6%,5.7,1.7,1875,i,-5.4,-0.153,-1.4,-0.582,1013,i,2.7,-2.6,32.5
COc1ccc2[nH]c(=O)c(CN(CCO)S(=O)(=O)c3c(C)ccc4nsnc34)cc2c1,-0.739,765,-2.63,0.493,-15.0,12.0%,8.5,1.3,730,i,30.6,0.168,4.3,-0.036,1208,i,1.2,-7.1,-4.0
O=C(NCc1ccccc1)Nc1cccn(Cc2cccc(F)c2)c1=O,0.404,680,-0.33,0.0855,-0.2,7.3%,1.3,2.0,1468,i,-17.7,-0.27,1.8,-0.194,1035,i,1.2,5.6,-12.3
CCCc1cc(=O)oc2cc(C)cc(OCc3nn[nH]n3)c12,-0.828,x,0.97,0.235,9.8,5.3%,4.1,1.1,1102,i,-1.4,-0.0362,0.1,1.36,1134,i,2.5,x,21.2
O=c1[nH]cnc2scc(-c3cccs3)c12,0.34,759,x,-0.181,-6.0,5.8%,3.0,1.3,x,i,1.9,-0.217,0.2,-0.106,548,i,2.8,9.3,-15.2
Cc1ccc(Cn2c(CN3CCOCC3)nc3c2c(=O)n(C)c(=O)n3C)cc1,-0.82,732,-0.17,0.917,-5.6,11.3%,97.3,20.3,1172,i,-0.3,-0.259,-3.3,0.925,1150,i,8.8,5.2,5.1
CC(NC(=O)CCNC(=O)c1ccccc1Cl)C1CC2CCC1C2 (stereo not drawn),0.305,806,-1.14,0.32,7.7,5.3%,4.5,1.3,1338,i,-8.2,-0.26,-4.1,0.0466,546,i,3.1,8.9,-4.1
COc1ccc2c(c1)CC/C(=C\c1ccc(OC)c(Cn3nc(C)cc3C)c1)C2=O,-0.0243,741,-0.85,0.225,25.8,35.2%,16.6,6.6,809,i,-1.5,-0.341,x,0.0974,x,i,15.9,0.1,18.7
CCN(CC)C(=O)CN1CCC(n2c(C)nc3cc(C(F)(F)F)ccc32)CC1,-0.0373,x,-1.18,-0.0572,5.5,4.8%,7.8,1.3,1108,i,2.5,-0.187,-1.7,0.322,944,i,1.9,x,-0.8
CCc1cccc(NC(=O)Cn2ncn3c(cc4ccccc43)c2=O)c1,-0.0785,x,0.54,0.376,-8.2,-8.2%,2.2,1.3,1340,i,-14.8,-0.216,-2.7,0.488,932,i,2.5,x,15.6
COc1ccc(-c2csc(Nc3ccc(S(N)(=O)=O)cc3)n2)cc1,0.616,777,-0.97,-0.244,0.5,16.8%,6.7,1.6,900,i,5.0,-0.145,0.4,-0.347,1255,i,1.8,12.2,-16.5
CC(C)(C)OC(=O)N1CCC[C@H]1c1nnc(SCC(=O)Nc2cccc(Cl)c2)o1,0.111,x,-0.94,-0.373,x,-4.5%,x,x,1453,i,x,-0.241,-0.7,-0.343,1276,x,x,x,x

Screening results (PubChem)
